Mtb BioA inh – M. tuberculosis BioA enzyme inhibitors, primary screen, biochemical, plate reader, single point, HTS. purified M. tuberculosis BioA enzyme. inhibition, % at 9.99 µM. hit rate 0.096% among 360,000. AID 602481, 2012; in the data active means inhibition above about 40%
* = called active by the depositor.

SMILES	Mtb BioA inh
Cc1ccc(S(=O)(=O)Nc2cccc3c2O[C@H](CN(C)Cc2ccc(-c4ccccc4)cc2)[C@H](C)CN([C@H](C)CO)C3=O)cc1	-2.4
CN1C(=O)c2cc(NC(=O)c3cnccn3)ccc2OC[C@@H]2O[C@H](CC(=O)NC3CCC3)CC[C@H]21	6.3
C[C@H]1CN([C@@H](C)CO)C(=O)c2cccc(NC(=O)CCCCCC(=O)Nc3ccccc3N)c2O[C@@H]1CN(C)Cc1ccc2c(c1)OCO2	-0.5
C[C@@H]1CN([C@@H](C)CO)C(=O)c2cc(-c3ccc(C#N)cc3)cnc2O[C@@H]1CN(C)C(=O)Nc1ccc(C(F)(F)F)cc1	1.5
CN1C(=O)c2cc(NC(=O)Nc3cccc(Cl)c3)ccc2OC[C@H]2O[C@H](CC(=O)NCCc3ccncc3)CC[C@@H]21	9.4
COCC(=O)N1C[C@@H](C)[C@H](OC)CN(C)C(=O)c2cc(NC(=O)Nc3cccc(F)c3)ccc2OC[C@@H]1C	1.3
CCCNC(=O)[C@@H]1[C@@H](CO)[C@@H]2Cn3c(ccc(C4=CCCC4)c3=O)[C@@H]2N1CCC	-0.6
COc1ccc(CN(C)C[C@@H]2OCCCC[C@@H](C)Oc3ccc(NC(=O)c4ccccc4)cc3C(=O)N([C@@H](C)CO)C[C@H]2C)cc1	-2.2
C[C@H]1CN([C@@H](C)CO)C(=O)c2cccc(NS(=O)(=O)c3ccc(F)cc3)c2O[C@@H]1CN(C)C(=O)Nc1ccc2c(c1)OCO2	-1.6
C[C@@H]1CCCCO[C@@H](CN(C)C(=O)c2ccncc2)[C@H](C)CN([C@H](C)CO)C(=O)c2cc(NS(=O)(=O)c3cccs3)ccc2O1	-0.3
O=C1O[C@H](c2ccccc2)[C@H](c2ccccc2)N2[C@H]1[C@@H](C(=O)N1CCN(c3ncccn3)CC1)[C@]1(C(=O)Nc3ccccc31)[C@H]2c1ccc(O)cc1	-1.5
COCC#Cc1ccc2c(c1)O[C@H](CN(C)C(=O)C1CC1)[C@@H](C)CN([C@H](C)CO)S2(=O)=O	-0.7
CNC(=O)C[C@@H]1CC[C@@H]2[C@H](COC[C@H](O)CN2S(=O)(=O)c2cccc(Cl)c2)O1	-2.9
COc1ccc(S(=O)(=O)N(C)C[C@@H]2OCCCC[C@H](C)Oc3ccc(NC(=O)Cc4ccccc4)cc3C(=O)N([C@@H](C)CO)C[C@@H]2C)cc1	-2.0
CCCC#Cc1cnc2c(c1)C(=O)N([C@@H](C)CO)C[C@H](C)[C@H](CN(C)Cc1cccnc1)O2	0.6
COc1ccccc1NC(=O)N[C@H]1CC[C@@H](CCNS(=O)(=O)c2ccccc2)O[C@H]1CO	1.2
CCC(=O)N1[C@@H]2Cn3c(ccc(-c4cccnc4)c3=O)[C@H]1[C@@H](C(=O)NC1CCC1)[C@@H]2CO	-0.4
COCCN(C[C@H]1[C@@H](c2ccccc2)[C@H](CO)N1C(=O)C1CCC1)C(C)=O	2.3
O=C(C[C@H]1CC[C@@H]2[C@H](COC[C@H](O)CN2S(=O)(=O)c2cccc(F)c2)O1)NC1CCC1	-0.4
C[C@H]1CCCCO[C@H](CN(C)C)[C@@H](C)CN([C@@H](C)CO)C(=O)c2cc(NC(=O)Nc3ccccc3)ccc2O1	-6.2
CN1c2ccc(C#Cc3cccnc3)cc2[C@@H]2[C@@H](CCN2S(=O)(=O)c2ccccc2F)[C@H]1CO	-3.5
N#C[C@@H]1[C@@H](c2ccc(-c3cncnc3)cc2)[C@H](CO)N1C(=O)CN1CCOCC1	-1.3
C[C@H](CO)N1C[C@H](C)[C@@H](CN(C)Cc2ccc(C(F)(F)F)cc2)Oc2c(NS(C)(=O)=O)cccc2C1=O	-1.1
Cc1cccc(S(=O)(=O)N2C[C@H](O)COC[C@@H]3O[C@@H](CC(=O)N4CCN(C)CC4)CC[C@H]32)c1	-1.8
CNC(=O)C[C@H]1CC[C@@H]2[C@@H](COc3ccc(NC(=O)Nc4ccc(Cl)cc4)cc3C(=O)N2C)O1	4.3

More structures.
SMILES	Mtb BioA inh
C[C@@H]1CCCCO[C@@H](CN(C)C(=O)CCC(F)(F)F)[C@@H](C)CN([C@@H](C)CO)C(=O)c2cc(NS(=O)(=O)c3ccc(Cl)cc3)ccc2O1	0.7
CC(=O)N[C@H]1CC[C@@H](CCNC(=O)C2CCCC2)O[C@@H]1CO	-1.2
COc1ccc(C#Cc2ccc3c(c2)O[C@@H](CN(C)C(=O)NC2CCCCC2)[C@H](C)CN([C@@H](C)CO)S3(=O)=O)cc1	-3.6
CCCNC(=O)Nc1ccc2c(c1)C(=O)N(C)C[C@H](OC)[C@@H](C)CN(Cc1ccncc1)[C@H](C)CO2	-1.4
CO[C@@H]1CN(C)C(=O)c2ccc(NS(C)(=O)=O)cc2OC[C@H](C)N(Cc2nccs2)C[C@H]1C	-1.9
CN(C)CC#Cc1ccc([C@@H]2[C@@H](CO)N3CCCCN(C(=O)Nc4ccccc4F)C[C@H]23)cc1	3.0
C[C@H](CO)N1C[C@H](C)[C@@H](CN(C)S(=O)(=O)c2ccc(C(F)(F)F)cc2)OCc2ccccc2-c2ccccc2C1=O	2.2
COc1ccccc1C(=O)Nc1ccc2c(c1)C(=O)N(C)C[C@H](OC)[C@H](C)CN(C(C)=O)[C@@H](C)CO2	0.2
COc1ccc(CN(C)C[C@@H]2OCCCC[C@@H](C)Oc3ccc(NC(=O)Nc4cccc5ccccc45)cc3C(=O)N([C@@H](C)CO)C[C@H]2C)cc1	-2.1
COc1ccc(CN(C)C[C@@H]2OCCCC[C@H](C)Oc3ccc(NS(C)(=O)=O)cc3C(=O)N([C@@H](C)CO)C[C@@H]2C)cc1	-0.6
CN(C[C@@H]1N[C@@H](CO)[C@@H]1c1ccc(-c2cccc(F)c2)cc1)S(C)(=O)=O	-0.6
C[C@@H]1CN([C@H](C)CO)C(=O)c2cc(NC(=O)Nc3ccc(F)cc3)ccc2O[C@H]1CN(C)S(=O)(=O)c1ccc(F)cc1	1.0
C/C=C/c1ccc2c(c1)O[C@@H](CN(C)S(=O)(=O)c1ccccc1OC)[C@H](C)CN([C@@H](C)CO)S2(=O)=O	3.4
COc1cccc(C(=O)Nc2ccc3c(c2)C(=O)N(C)C[C@@H](OC)[C@@H](C)CN(CC2CC2)[C@H](C)CO3)c1	1.4
C/C=C/c1ccc2c(c1)O[C@@H](CN(C)C(=O)Nc1cccc(F)c1)[C@@H](C)CN([C@@H](C)CO)S2(=O)=O	33.2
O=C(N[C@@H]1CC[C@@H](CC(=O)N2CCCCC2)O[C@H]1CO)c1cccc(F)c1	1.4
Cc1noc(C)c1S(=O)(=O)Nc1ccc2c(c1)C(=O)N([C@H](C)CO)C[C@@H](C)[C@H](CN(C)C(=O)Nc1cccc3ccccc13)O2	-1.6
CO[C@@H]1CN(C)C(=O)c2ccc(NC(C)=O)cc2OC[C@@H](C)N(CC2CCCCC2)C[C@@H]1C	2.7
CO[C@H]1CN(C)C(=O)c2cc(NC(=O)c3ccc4c(c3)OCO4)ccc2OC[C@H](C)N(CC2CC2)C[C@@H]1C	3.5
O=C(NCc1ccc(F)cc1)[C@@H]1[C@@H](CO)[C@@H]2Cn3c(cccc3=O)[C@H]1N2Cc1ccncc1	-1.3
CC(C)C#Cc1ccc2c(c1)O[C@H](CN(C)Cc1ccccc1)[C@@H](C)CN([C@H](C)CO)S2(=O)=O	-1.9
C[C@H]1CN([C@@H](C)CO)C(=O)Cc2cc(NC(=O)Nc3ccc4c(c3)OCO4)ccc2O[C@@H]1CN(C)S(=O)(=O)c1cn(C)cn1	-0.3
C[C@H]1CN([C@@H](C)CO)S(=O)(=O)c2ccc(-c3ccccc3)cc2O[C@H]1CN(C)C(=O)Cc1ccccc1	0.5
C[C@H](CO)N1C[C@H](C)[C@@H](CN(C)C(=O)C2CCC2)Oc2cc(C3=CCCC3)ccc2S1(=O)=O	0.1
O=C(c1cccnc1)N1C[C@H]2[C@@H](c3ccccc31)[C@H](CO)N2C(=O)Nc1ccccc1F	3.8

7 structures out of the list, arranged by formula weight, ascending:
SMILES	Mtb BioA inh
O=C(c1cccnc1)N1C[C@H]2[C@@H](c3ccccc31)[C@H](CO)N2C(=O)Nc1ccccc1F	3.8
O=C(NCc1ccc(F)cc1)[C@@H]1[C@@H](CO)[C@@H]2Cn3c(cccc3=O)[C@H]1N2Cc1ccncc1	-1.3
CCCNC(=O)Nc1ccc2c(c1)C(=O)N(C)C[C@H](OC)[C@@H](C)CN(Cc1ccncc1)[C@H](C)CO2	-1.4
C/C=C/c1ccc2c(c1)O[C@@H](CN(C)C(=O)Nc1cccc(F)c1)[C@@H](C)CN([C@@H](C)CO)S2(=O)=O	33.2
C/C=C/c1ccc2c(c1)O[C@@H](CN(C)S(=O)(=O)c1ccccc1OC)[C@H](C)CN([C@@H](C)CO)S2(=O)=O	3.4
COc1ccc(CN(C)C[C@@H]2OCCCC[C@H](C)Oc3ccc(NS(C)(=O)=O)cc3C(=O)N([C@@H](C)CO)C[C@@H]2C)cc1	-0.6
COc1ccc(CN(C)C[C@@H]2OCCCC[C@@H](C)Oc3ccc(NC(=O)Nc4cccc5ccccc45)cc3C(=O)N([C@@H](C)CO)C[C@H]2C)cc1	-2.1

Two successive records from above, quoted:
SMILES	Mtb BioA inh
Cc1ccc(S(=O)(=O)Nc2cccc3c2O[C@H](CN(C)Cc2ccc(-c4ccccc4)cc2)[C@H](C)CN([C@H](C)CO)C3=O)cc1	-2.4
CN1C(=O)c2cc(NC(=O)c3cnccn3)ccc2OC[C@@H]2O[C@H](CC(=O)NC3CCC3)CC[C@H]21	6.3

The results go on:
SMILES	Mtb BioA inh
COCCNC(=O)C[C@H]1C[C@H]2c3cc(NC(=O)COC)ccc3O[C@H]2[C@H](CO)O1	-0.8
Cc1noc(C)c1NC(=O)Nc1cccc2c1O[C@@H](CN(C)Cc1ccc(Oc3ccccc3)cc1)[C@H](C)CN([C@H](C)CO)C2=O	1.5
COc1ccc(NC(=O)N(C)C[C@H]2OCCCC[C@@H](C)Oc3ccc(NC(=O)NC4CCCCC4)cc3C(=O)N([C@H](C)CO)C[C@@H]2C)cc1	-2.0
C[C@@H]1CN([C@@H](C)CO)C(=O)c2cc(NC(=O)c3ccncc3)ccc2O[C@@H](C)CCCCO[C@H]1CN(C)CC1CCCCC1	0.1
C[C@@H]1CCCCO[C@H](CN(C)S(=O)(=O)c2ccc(F)cc2)[C@H](C)CN([C@H](C)CO)C(=O)c2cc(NC(=O)C3CCCCC3)ccc2O1	-1.5
O=C(O)C[C@@H]1C[C@@H]2c3cc(NC(=O)c4ccc5c(c4)OCO5)ccc3O[C@@H]2[C@H](CO)O1	-0.3
COc1ccc(CN(C)C[C@H]2Oc3c(NS(=O)(=O)c4ccc(OC)cc4)cccc3C(=O)N([C@H](C)CO)C[C@@H]2C)cc1	-1.3
CCCN(C)C[C@H]1OCCCC[C@@H](C)Oc2ccc(NC(=O)Nc3ccc(C(F)(F)F)cc3)cc2C(=O)N([C@@H](C)CO)C[C@H]1C	0.9
C[C@@H]1CCCCO[C@@H](CN(C)C(=O)c2ccccc2)[C@@H](C)CN([C@@H](C)CO)C(=O)c2cc(NS(=O)(=O)c3ccccc3)ccc2O1	3.3
CC(=O)Nc1ccc2c(c1)C(=O)N(C)[C@H]1CC[C@@H](CC(=O)NCC3CC3)O[C@H]1CO2	-1.8
C[C@@H]1CN([C@@H](C)CO)C(=O)Cc2cc(NC(=O)CCC(F)(F)F)ccc2O[C@@H]1CN(C)C(=O)Nc1cccc2ccccc12	0.9
CN(C[C@H]1[C@@H](c2ccccc2)[C@H](CO)N1Cc1ccccn1)S(C)(=O)=O	-2.4
C[C@@H]1CN([C@H](C)CO)C(=O)c2cc(NC(=O)Nc3ccc(F)cc3)ccc2O[C@@H](C)CCCCO[C@@H]1CN(C)Cc1ccccc1	-1.2
CC(C)C#Cc1ccc2c(c1)O[C@H](CN(C)C(=O)c1ccncc1)[C@H](C)CN([C@H](C)CO)S2(=O)=O	-1.3
C[C@@H]1CN([C@@H](C)CO)C(=O)Cc2cc(NS(=O)(=O)c3cn(C)cn3)ccc2O[C@@H]1CN(C)Cc1ccc(Oc2ccccc2)cc1	0.3
CO[C@H]1CN(C)C(=O)c2cc(NS(=O)(=O)c3cccc(Cl)c3)ccc2OC[C@H](C)NC[C@H]1C	-3.2
Cc1noc(C)c1NC(=O)N(C)C[C@@H]1Oc2ccc(NS(=O)(=O)c3c(C)noc3C)cc2C(=O)N([C@@H](C)CO)C[C@H]1C	-2.2
C[C@@H]1CN([C@H](C)CO)C(=O)c2cc(NC(=O)C3CC3)ccc2O[C@@H]1CN(C)CC1CC1	0.7
CO[C@@H]1CN(C)C(=O)c2ccc(NC(=O)NC(C)C)cc2OC[C@@H](C)N(Cc2ccc(-c3ccccn3)cc2)C[C@H]1C	-0.8
CN1C(=O)c2cc(NC(=O)c3ccccc3)ccc2OC[C@H]2O[C@H](CC(=O)NC3CCCC3)CC[C@H]21	-0.1
O=C(C[C@@H]1CC[C@H]2[C@@H](COC[C@@H](O)CN2Cc2nccs2)O1)NCc1ccc(Oc2ccccc2)cc1	-0.1
C[C@@H]1CN([C@H](C)CO)S(=O)(=O)c2ccc(C3=CCCCC3)cc2O[C@@H]1CN(C)C(=O)CN(C)C	0.1
C[C@H](CO)N1C[C@H](C)[C@H](CN(C)C)Oc2cc(-c3cccc(C(=O)N(C)C)c3)ccc2S1(=O)=O	1.3
C[C@H]1CN([C@@H](C)CO)C(=O)Cc2cc(NC(=O)CCCCCC(=O)Nc3ccccc3N)ccc2O[C@H]1CN(C)S(=O)(=O)c1ccccc1	-3.7
CCCC#Cc1cnc2c(c1)C(=O)N([C@H](C)CO)C[C@H](C)[C@@H](CN(C)S(C)(=O)=O)O2	-3.1
C[C@@H]1CN([C@H](C)CO)C(=O)c2cc(NC(=O)Cc3cn(C)c4ccccc34)ccc2O[C@@H]1CN(C)S(=O)(=O)c1cn(C)cn1	1.9
O=C(C[C@H]1C=C[C@H](NC(=O)c2ccc3c(c2)OCO3)[C@@H](CO)O1)NCc1ccc(F)cc1	-1.3
C[C@@H]1CN([C@H](C)CO)C(=O)c2cc(-c3ccncc3)cnc2O[C@H]1CN(C)Cc1ccc(F)cc1	0.3

Screens: PubChem, Broad Institute

An excerpt (hit frequency here may not be typical).
